# Pf growth 48h: inhibits P. falciparum growth in the first generation, 48 h. P. falciparum luciferase growth in erythrocytes, 48 h. Potency, µM (top dose mostly 28.7 µM), inactives show at the highest dose activity change, negative = inhibition, actives largely listed as inhibitors. AID 504832. 5.9% of 310,000 active; further: potency means the concentration at half of the fitted maximal effect; on the % scale 0 is the no-effect control and ±100 the full control effect
#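 Growth was read as firefly luciferase luminescence after a 48 h, 37 C, 5% CO2 exposure of compounds to reporter-bearing P. falciparum cultures (0.1% parasitemia, 2% hematocrit final) in Albumax-supplemented RPMI 1640.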
# Pf growth 96h: P. falciparum growth inhibition at 96 hours; P. falciparum luciferase reporter growth, 96 h; AID 504834; 6.9% of 320,000 active; Potency, µM (top dose mostly 28.7 µM), inactives show top-dose activity change, negative = inhibition, hits mostly inhibitors; further: potency means the concentration at half of the fitted maximal effect; on the % scale 0 is the no-effect control and ±100 the full control effect
#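 Infected RBCs, 2% Hct / 0.05% parasitemia final; luciferase-reporter P. falciparum; cpd 96 h, 37 C, 5% CO2; luciferase detection reagent; luminescence.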
# Cycloheximide cs: counter-screen hit for Shiga toxin inhibitors, cycloheximide. cell reporter, cycloheximide protein synthesis inhibition counterscreen. max response, %. 12% of 300,000 active. AID 2314; in the data active means max response mostly above about 13%, no sharp cut-off; inactive means mostly below about 14%; further: read at 38.3 µM for the half of the compounds with a filed dose; 0% is about no effect
# Shiga toxin inh: Shiga toxin inhibition; inhibition, % at 38.7 µM; Vero cells, Shiga toxin protein synthesis inhibition reporter; AID 2315; 9.2% of 290,000 active; in the data active means inhibition mostly above about 28%, no sharp cut-off; inactive means mostly below about 43%; further: 0% is about no effect
# Tb PYK inh: T. brucei pyruvate kinase inhibition | Q57TT1 | TbPYK enzyme, Kinase-Glo Plus ATP luminescence, 45 min | Potency, µM (highest dose often 76.8 µM), for inactives: at the highest dose activity, negative = inhibition, most hits filed as inhibitors | 0.12% of 410,000 active | AID 624173; further: potency means the concentration at half of the fitted maximal effect; on the % scale 0 is the no-effect control and ±100 the full control effect; nearly all actives have a fitted effect of over 50% in size
#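 Enzyme and substrate buffer are dispensed first and compound is pin-transferred. ADP at 130 uM final then starts the reaction, which runs 45 min at room temperature. Detection reagent is added for 10 min before luminescence is imaged.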
# LmPK inhibitor: LmPK (Leishmania mexicana) enzyme inhibition; Q27686; Potency, µM (doses to about 57.5 µM), for inactives: at the top dose activity change, negative = inhibition, usual class: inhibitors; purified LmPK, Kinase-Glo ATP luminescence, 1 h; AID 1721; 0.37% of 290,000 active; further: potency means the concentration at half of the fitted maximal effect; on the % scale 0 is the no-effect control and ±100 the full control effect
# Target sequence (Q27686 whole entry, looked up): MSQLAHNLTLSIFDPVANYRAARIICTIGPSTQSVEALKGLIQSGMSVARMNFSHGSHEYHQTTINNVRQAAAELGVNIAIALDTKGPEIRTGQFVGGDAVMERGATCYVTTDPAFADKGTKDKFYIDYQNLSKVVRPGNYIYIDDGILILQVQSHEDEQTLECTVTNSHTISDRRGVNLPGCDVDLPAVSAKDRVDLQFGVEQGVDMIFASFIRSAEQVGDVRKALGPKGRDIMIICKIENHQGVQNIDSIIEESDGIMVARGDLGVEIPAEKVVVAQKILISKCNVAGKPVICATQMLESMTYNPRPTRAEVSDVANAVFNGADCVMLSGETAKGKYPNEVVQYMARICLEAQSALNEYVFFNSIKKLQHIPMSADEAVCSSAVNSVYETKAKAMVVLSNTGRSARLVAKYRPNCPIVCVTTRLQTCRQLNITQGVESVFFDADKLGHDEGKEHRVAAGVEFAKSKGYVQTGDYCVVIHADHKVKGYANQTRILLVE
#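 qHTS format; LmPK 0.1 nM; substrates PEP 0.5 mM and ADP 0.1 mM. One-hour room-temperature incubation, then coupled luciferase luminescence; 0.5 nM enzyme wells mark activation.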
# AMA1 RON2 block: inhibitors of Plasmodium falciparum AMA1-RON2 interaction. AlphaScreen AMA1-biotinylated RON2 peptide binding. Potency, µM (titrated, usually from 58.2 µM), for the others: at the highest dose activity change, negative = inhibition, most hits filed as inhibitors. 0.2% of 360,000 active. AID 720542;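 further: potency means the concentration at half of the fitted maximal effect; 0% = vehicle wells and -100% = peptide control; nearly all actives have a fitted effect of over 45% in size; some results filed as inactive show a strong effect at the top dose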
#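 AMA1 (3D7) with his tag at 25 nM final met compounds first, then biotinylated RON2 peptide at 25 nM; detection used donor plus acceptor beads, 10 µg/mL apiece, read by AlphaScreen after 30 min at room temperature.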
# An asterisk follows results filed as active; ? = inconclusive; . = not tested or not shown; & = joins results of further samples; [ ] = another dose, or the depositor's remark. Unless noted, the call rests on the fitted dose curve; in most records, active means well fitted curve in the direction sought with a large enough effect; inconclusive means small, poorly fitted or top-dose-only effect, or another doubt; inactive means no such curve, though single readings can be large; an effect the other way counts as inactive or inconclusive.
SMILES,Pf growth 48h,Pf growth 96h,Cycloheximide cs,Shiga toxin inh,Tb PYK inh,LmPK inhibitor,AMA1 RON2 block
CC(C)c1ccc(-c2csc(NC(=O)c3cccs3)c2C(=O)O)cc1,1.8%,44.5%[activator],15.0,34.3*,-5.0%,-3.7%,-12.5%
Cc1noc(C)c1CSCC(=O)NCCN1C(=O)S/C(=C\c2ccccc2F)C1=O,?,?,.,.,-1.4%,.,-1.8%
CCC(CC)C(=O)Nc1cc(C(=O)OC)cc(C(=O)OC)c1,-25.7%,?,0.5,37.9,0.9%,6.4%,-4.9%
CCOc1ccc(N2CC(C(=O)N3CCCc4ccccc43)CC2=O)cc1 (centres undefined),19.9%,49.0%[activator],31.5*,64.0*,-24.9%,-3.7%,-0.3%
CCn1c(C(=O)N2CCC(Cc3ccccc3)CC2)cc2sccc21,1.5%,3.1%,-2.3,-8.9,-12.6%,5.0%,-11.9%
CC(C)(C)C(=O)N1CCN(c2ccc([N+](=O)[O-])c(-n3nc(-c4ccccc4)c4ccccc4c3=O)c2)CC1,5.22µM*,9.28µM*,-5.0,24.3,-12.2%,2.4%,-23.4%
CCn1c(C)[n+](CC(O)COCC2CC=CCC2)c2ccccc21 (centres undefined),.,?,-2.3,3.1,-8.7%,-0.2%,14.9%
COc1ccc(Nc2nc(N)nc(CSC(=S)N3CCCCC3C)n2)cc1 (centres undefined),-26.6%,?,28.1*,65.1*,8.0%,2.3%,-19.0%
COc1ccccc1C(=O)N(CN1CCCC1=O)c1cccc(Cl)c1,-13.9%,.,-2.2,-3.7,0.4%,0.9%,3.3%
O=C(c1[nH]ncc1-c1ccccc1)C1CO1 (centres undefined),?,?,-0.8,-4.4,3.7%,-2.8%,0.0%
COc1cc(C(=O)N/N=C2\CCS(=O)(=O)c3ccc(F)cc32)cc(OC)c1OC,12.8%,-3.7%,-2.2,9.5,0.8%,0.7%,-1.3%[11.6 µM]
CCOC(=O)C1=C(C)NC2=C(C(=O)CC(C)(C)C2)C1c1ccsc1 (centres undefined),.,7.38µM*,8.1,-4.7,-9.3%,-6.5%,0.0%
CC(NC(=O)CSc1nc(C2CC2)n(-c2ccccc2)n1)c1ccco1 (centres undefined),?,?,.,.,-23.8%,.,5.4%[11.6 µM]
COc1cccc(-c2cc(C(F)(F)F)n3ncc(S(=O)(=O)c4ccccc4)c3n2)c1,7.6%,78.0%[activator],-1.8,-2.5,-13.2%,2.8%,-4.2%
Cc1ccc(-c2cc(C(=O)N/N=C/c3ccco3)n[nH]2)s1,10.4µM*,67.8%[activator],22.9*,9.8,-10.1%,-0.4%,22.6%
CC12CN3CC(C)(CN(C1)C3c1ccco1)C2=O (centres undefined),9.0%,?,-3.4,-5.1,-1.4%,1.9%,0.0%
Cc1cc(C)nc(NS(=O)(=O)c2ccc(NC(=S)NC(=O)c3cccnc3)cc2)n1,?,?,-0.6,31.0,-1.9%,0.7%,3.1%
Cc1cccc(-n2c(SCC(=O)N3CCC(C(=O)O)CC3)nc3ccccc3c2=O)c1C,?,2.7%,4.9,1.1,4.3%,-0.3%,20.3%
CN(CC(=O)NCCc1ccc(S(N)(=O)=O)cc1)Cc1c(F)cccc1Cl,-19.9%,-4.7%,-1.3,28.7,-0.6%,-1.5%,-0.3%
O=C(COC(=O)c1ccccc1)Nc1ccc2[nH]c(=O)[nH]c2c1,17.2%,4.0%,.,.,-2.5%,.,3.8%
COc1ccc(/C=C2\SC(N3CCCCC3)=NC2=O)cc1,?,19.9%,22.3*,20.9,14.1%,2.0%,-5.2%
Cc1ccc(OCC(=O)Nc2ccc3c(c2)C(=O)NC3=O)cc1,4.6%,?,9.4,16.2,-13.1%,-4.1%,0.0%
S=c1[nH]nc(-c2cccnc2)n1-c1ccccc1,40.4%[activator],-12.9%,-1.1,-13.3,?,-24.8%,-2.5%
Cc1cc(C)c(C)c(S(=O)(=O)N2CCN(c3ncnc4ccccc34)CC2)c1C,11.7µM*,?,.,.,-7.2%,.,-0.5%
C=CCn1c(SCc2ccc(C(=O)NCCO)cc2)nc2ccccc2c1=O,?,?,0.7,-5.6,-15.4%,-0.8%,11.7%
CCCN1C(=O)/C(=C/c2ccc(C)o2)SC1=Nc1ccc(OC)cc1,?,?,11.2,33.7,-12.5%,2.6%,?
O=c1[nH]c(=S)n(C2CC2)c(O)c1C=Nc1cccc(C(F)(F)F)c1,7.3%,.,2.0,-9.0,10.9%,5.8%,2.7%
CO/N=C/c1c(-c2ccc(Cl)cc2)nc2cc(C)ccn12,3.9%,11.7%,18.7,32.3,-0.7%,5.0%,30.0%[activator]
COCCOC(=O)/C(C#N)=C/c1cn(Cc2ccccc2)nc1-c1cccnc1,3.2%,18.7%,-3.3,16.6,-11.2%,7.3%,-7.7%
O=C(NC(=S)Nc1cccnc1)c1cccc(Br)c1,11.4%,-0.4%,17.2*,63.4*,7.6%,-4.2%,77.9%[activator]

# Gathered by group, those above with a Cl atom
SMILES,Pf growth 48h,Pf growth 96h,Cycloheximide cs,Shiga toxin inh,Tb PYK inh,LmPK inhibitor,AMA1 RON2 block
COc1ccccc1C(=O)N(CN1CCCC1=O)c1cccc(Cl)c1,-13.9%,.,-2.2,-3.7,0.4%,0.9%,3.3%
CN(CC(=O)NCCc1ccc(S(N)(=O)=O)cc1)Cc1c(F)cccc1Cl,-19.9%,-4.7%,-1.3,28.7,-0.6%,-1.5%,-0.3%
CO/N=C/c1c(-c2ccc(Cl)cc2)nc2cc(C)ccn12,3.9%,11.7%,18.7,32.3,-0.7%,5.0%,30.0%[activator]

# In a second layout: 2 of the compounds above.
Structure	Pf growth 48h	Pf growth 96h	Cycloheximide cs	Shiga toxin inh	Tb PYK inh	LmPK inhibitor	AMA1 RON2 block
Cc1cccc(-n2c(SCC(=O)N3CCC(C(=O)O)CC3)nc3ccccc3c2=O)c1C	?	2.7%	4.9	1.1	4.3%	-0.3%	20.3%
CN(CC(=O)NCCc1ccc(S(N)(=O)=O)cc1)Cc1c(F)cccc1Cl	-19.9%	-4.7%	-1.3	28.7	-0.6%	-1.5%	-0.3%

# Next section.
SMILES,Pf growth 48h,Pf growth 96h,Cycloheximide cs,Shiga toxin inh,Tb PYK inh,LmPK inhibitor,AMA1 RON2 block
O=C(O)C1CCCCC1C(=O)Nc1ccc2c(c1)OCCO2 (centres undefined),41.4%[activator],32.0%[activator],34.4*,102.4*,3.7%,3.1%,1.4%
CCOC(=O)C1(Cc2ccc(OC)cc2)CCN(C(=O)CN2CCCCC2=O)CC1,26.1%,44.4%[activator],16.7*,25.6*,-0.1%,-2.3%,-9.1%
Cc1cc(NC(=O)CSCC(=O)Nc2nc3ccccc3[nH]2)no1,20.2%,27.1%,.,.,-4.9%,.,25.0%
COC(=O)c1ccc(-c2nc(CN3CCN(Cc4cccc(C)c4)CC3)c(C)o2)cc1,13.6%,359.5%[activator],-1.6,20.9,1.6%,-0.8%,-5.6%
CCOC(=O)C1=C(CN2CCN(c3ccc(F)cc3)CC2)NC(=O)NC1c1cccs1 (centres undefined),?,?,-2.0,-14.0,-2.0%,2.3%,-4.4%
CCOC(=O)C1(CC)NC(c2ccc(OC)cc2OC)C2C(=O)N(C)C(=O)C21 (centres undefined),17.8%,?,-3.3,-9.0,2.6%,8.0%,-5.3%
CCC1Oc2ccc(C)cc2N(CC(=O)NCCCN2CCCC2)C1=O (centres undefined),21.4%,19.8%,-6.6,-8.8,-2.8%,-1.1%,2.5%
CCOC(=O)C1=C(N)N2C(=O)C(C)SC2=C(C(=O)OC)C1c1ccccc1OC (centres undefined),-11.2%,.,-5.2,-7.6,-8.3%,0.6%,8.1%
Cc1c(C(=O)C(=O)N2CCCc3ccccc32)c2ccccc2n1C,-19.9%,?,9.5,-2.9,-9.8%,-2.6%,3.5%
C=CCNC(=S)NC(CC(=O)OC)c1ccc2c(c1)OCO2 (centres undefined),2.6%,17.1%,-2.0,-6.3,-0.1%,3.4%,1.9%
COc1ccccc1-c1cc(C(=O)NCCc2ccccc2)no1,.,.,53.8*,147.0*,2.9%&0.6%,5.0%,11.7%
COc1ccc(NC(=O)c2ccc3c(c2)CCN3S(=O)(=O)c2ccccc2)c(OC)c1,?,24.4%,-4.1,-7.7,1.2%,1.4%,-11.1%
COc1ccc2oc(C)c(C(N)=O)c2c1,8.9%,-23.3%,-1.2,0.9,-15.2%,-3.8%,-3.4%
O=C(Nc1ccccc1N1CCOCC1)c1cccc2c(Br)cccc12,.,-21.1%,8.7,7.6,-18.9%,-6.2%,0.0%
COc1ccc(C(=S)Nc2ccc(N(C)C)cc2)cc1,215.7%[activator],.,37.1*,77.7*,1.7%,0.6%,-13.2%
CCCCCC(=O)N1CC2(CC(c3cccc(NC(=O)CC(c4ccccc4)c4ccccc4)c3)=NO2)C[C@@H]1C(N)=O (some centres undefined),?,?,-5.9,-11.8,10.8%,0.6%,-5.6%
COc1ccc(C(=S)N2CCN(c3cccc(Cl)c3)CC2)cc1,-6.0%&-7.3%,10.8%&52.1%,7.8&-1.0,-2.5&-6.1,1.7%,1.5%&1.0%,?
CCn1c(C)c(C)c2cc(C(=O)NCCCN3CCCCC3C)ccc21 (centres undefined),-1.7%,1.8%,-2.3,-11.9,9.3%,3.5%,0.0%
Cc1ccc(NS(=O)(=O)c2cc(C(=O)Nc3cccnc3)ccc2C)cc1,?,?,-2.8,12.9,5.7%,-3.6%,-2.8%
O=C(O)C1CC1C(=O)Nc1nc2c(Cl)cccc2s1 (centres undefined),-0.5%,?,-1.9,-3.4,2.2%,2.6%,-2.6%
CC(=O)Nc1ccc([C@H]2[C@H](C)CC[C@H]3C(=O)N4[C@@H](CC[C@@H](C)[C@@H]4c4ccc(NC(C)=O)cc4)C(=O)N32)cc1,-25.8%,-73.9%,-1.5,-2.1,.,-0.3%,.
S=C(NC1CCCCC1)N1CCN(C/C=C/c2ccccc2)CC1,?,10.2%,-5.6,-8.1,-6.4%,0.7%,-0.9%[11.6 µM]
COC(=O)CCc1c(C)c(C#N)c2nc3ccccc3n2c1N1CCCC1,?,?,-2.2,-3.4,2.4%,2.1%,4.9%
CCCCn1c(CCNC(=O)CC)nc2ccccc21,26.1%,3.2%,-2.8,-6.1,-1.3%,-2.0%,1.4%
Cn1c(O)c(C=Nc2ccc(Br)cc2)c(=O)n(C)c1=O,-25.4%,?,-0.8,-10.5,-3.1%,-5.6%,0.5%
COc1ccc(C)cc1S(=O)(=O)Nc1cccc(-c2cn3cccnc3n2)c1,?,7.7%,-6.6,-6.8,4.3%,0.5%,2.9%
COc1ccc(N2CCN(C(=O)CCNS(=O)(=O)c3cccs3)CC2)cc1,-7.0%,.,9.2,28.1,0.1%,1.3%,-2.6%
O=C(NC(=S)Nc1ccc(CN2CCCCC2)cc1)c1cc2ccccc2o1,?,1.1%,14.2*,24.0,-22.3%,0.1%,11.2%
CC(Sc1nnnn1C1CCCC1)C(=O)Nc1cccc(S(=O)(=O)N2CCOCC2)c1 (centres undefined),-32.4%,?,.,.,-0.4%,.,12.2%
Cc1nnc2sc(-c3cccc(F)c3)nn2c1=O,?,?,-2.2,-5.9,-1.8%,-0.9%,0.9%

# Screening results (PubChem BioAssay)
